# Source: PubChem
# MT stabilize HCS – stabilizes microtubules in HeLa cells; AID 2205; HeLa tubulin immunostaining HCS, 24 h; share of cells brighter than vehicle mean+2SD; % tubulin-high responders, % at 10 µM; actives 0.83% (n = 200,000);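 active means plate Z-score above 3 for both tubulin-high and condensed-nucleus cell shares, with cell loss under 80%, at 10 µM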;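 further: anti alpha tubulin signal scored within the nucleus-defined area of each cell; some results filed as inactive read as strong as hits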
# P. falciparum M17LAP – P. falciparum M17LAP inhibitors, primary screen, biochemical, fluorogenic H-Leu-NHMec substrate, 1536-well (AID 1619) | recombinant M17LAP, H-Leu-NHMec fluorogenic kinetic assay; higher % means a stronger effect | inhibition, % at 30 µM; hits with a dose series show IC50 in µM | actives 0.38% (n = 220,000);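 active means compound inhibiting the enzyme by more than half at any dose during confirmatory dose-response retesting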;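 further: plate controls were full reaction with DMSO carrier for no effect and no enzyme background for full effect; strong numbers were not always called active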
# Dynein transport – dynein cargo transport inhibition | 3617.4 mouse cells, GR-EGFP nuclear translocation imaging; test concentration mostly 20 µM; stimulated with dexamethasone, 1 µM; stronger effect = lower value | z-score, hits read low | actives 0.47% (n = 220,000) | AID 1381;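 active means plate z-score of nuclear minus cytoplasmic receptor signal below a set negative limit, without overly bright fluorescence or cell loss, cut at about -3.5 in these data, passing the limit was not always enough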;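 further: z-score of nuclear minus cytoplasmic ring GR-EGFP intensity difference per well; some compounds called inactive have numbers as strong as hits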
#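 Buffer or medium: tetracycline-free induction medium containing charcoal-stripped FBS / Reagent: dexamethasone agonist, 1.0 µM final, for 30 min / Technique: automated 10x imaging of fixed Hoechst-stained cells / Times: induction 48 h, compound 1 h, agonist 30 min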
# WT yeast gro inh – growth inhibition of WT yeast, mitochondrial fusion screen; inhibition, % at 10 µM; actives 2.1% (n = 190,000); mitochondrial fusion phenotypic screen, WT strain; in the data active means inhibition above about 58%; tested in S. cerevisiae
# Autophagy HCS – alters autophagy in cells. calls only at 10 µM (by protocol). actives 0.98% (n = 190,000). MEF GFP-LC3 puncta imaging; test concentration mostly 10 µM. AID 463193;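 active means percentage of spot-positive cells more than 3 SD above its plate mean, without a fluorescence outlier flag or 80% toxicity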;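 further: spot-positive cell cutoff set from DMSO-treated cells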
# bCat nuc transl – alters nuclear translocation of beta-catenin in HeLa cells; actives 0.3% (n = 190,000); immunofluorescence imaging; nuclear translocation activity, % at 5 µM;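 active means nuclear translocation activity above 50% at 5 µM, with a well cell count of 50 or more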;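 further: per-cell ratio of nuclear to cytoplasmic median beta-catenin stain intensity; plate controls were DMSO negative control for no effect and GSK-3 inhibitor IX positive control for full effect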
#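 Test system: HeLa cells, endogenous beta-catenin; Compound: single 5 µM dose plus 0.02–20 µM confirmation series; Times: compound exposure 24 h at 37°C; Signal: fluorescence imaging of beta-catenin antibody stain plus DAPI; Read-out: % activation, nuclear-to-cytoplasmic median beta-catenin signal ratio per cell.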
# T cell HTS – T cell immune modulation candidate. 2C CD8+ T cell-vesicle binding, flow cytometry; stronger effect = lower value. calls only at 7 µM. actives 0.068% (n = 330,000). AID 2052;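 active means response, share of CD8 T cells binding vesicles, and their 90th percentile fluorescence all below set limits, cut at about 80% in these data, passing the limit was not always enough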
#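 Material: murine 2C transgenic CD8+ T lymphocytes / Also added: QL9-peptide-loaded Drosophila micro-vesicles bearing Ld, ICAM-1 and B7-1 / Schedule: binding step 1.5 h, 37 °C, antibody labelling 20 min, ice / Signal: flow cytometry, PE anti-B7-1 (FL2) versus Alexa647 anti-CD8 (FL8), PFA-fixed / Evaluation: percent CD8+ FL2 mean versus row control / Benchmarks: naked versus QL9-loaded vesicles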
# P. falciparum M1AAP – malaria alanyl aminopeptidase activity blockers – biochemical, fluorogenic H-Leu-NHMec substrate, 1536-well (AID 1445); actives 0.42% (n = 220,000); one-dose inhibition, % at 30 µM; IC50 in µM for titrated hits; recombinant M1AAP, H-Leu-NHMec fluorogenic kinetic assay; higher % means a stronger effect;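 active means primary inhibition above the hit cutoff, then over 50% inhibition at one or more dose response concentrations, cut at about 23% in these data, passing the limit was not always enough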;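 further: plate controls were DMSO full reaction for no effect and no enzyme background for full effect; strong numbers were not always called active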
# Yfh1-off respiration – mitochondrial function rescue without frataxin homolog – Friedreich's ataxia, plus single-dose screen, dose response (AID 1465) | S. cerevisiae Yfh1-off respiration, WST-1 reduction, 72 h; higher fold induction means a stronger effect | one-dose fold induction at 50 µM; EC50 in µM for titrated hits | actives 0.074% (n = 220,000);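 active means fold induction of absorbance versus untreated yeast above a set limit, then at least 30% activation at any dose in follow-up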;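 further: activators that raise dye reduction in frataxin-depleted yeast; strong numbers were not always called active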
# WT yeast gro inh mutant strain – also measured in WT yeast gro inh; calls as there; inhibition, %; mitochondrial fusion phenotypic screen, mutant strain inhibition
# Dynein transport cytoplasmic EGFP – recorded beside Dynein transport, whose call it bears; z-score; measured here: cytoplasmic GR-EGFP intensity; stronger effect = higher value
# Dynein transport nuclear GR-EGFP – second read-out of Dynein transport, no call of its own (marks repeat the call); z-score; measured here: nuclear GR-EGFP intensity;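 lower value marks the stronger effect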
# Dynein transport cell count – recorded beside Dynein transport, whose call it bears; z-score; measured here: cell count per field
# bCat nuc transl cell count 5 µM – recorded beside bCat nuc transl, whose call it bears; cell count; measured here: cell count, cytotoxicity flag
# T cell HTS vesicle-bound % – recorded beside T cell HTS, whose call it bears; double positive events, %; measured here: CD8+ vesicle-bound cell fraction;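 binding gate set so that unloaded-vesicle control wells show 10% double positive cells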
# MT stabilize HCS Hoechst-high % – recorded beside MT stabilize HCS, whose call it bears; % Hoechst-high responders; measured here: nuclear condensation Hoechst responders;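 share of cells brighter than vehicle mean plus two SD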
# MT stabilize HCS cytotoxicity % – recorded beside MT stabilize HCS, whose call it bears; toxicity, %; measured here: cytotoxicity by cell density;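 0% = mean cell density of plate MIN control wells and 100% = no cells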
# Autophagy HCS cell loss 18 h – also measured in Autophagy HCS; calls as there; toxicity, %; measured here: cell loss, nuclei count;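 cell loss after 18 h compound exposure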
# * marks the source's active call; other numbers are inactive results; i = inactive; . = not tested or not shown.
# Every second line gives: MT stabilize HCS	MT stabilize HCS Hoechst-high %	MT stabilize HCS cytotoxicity %	P. falciparum M17LAP	Dynein transport	Dynein transport cytoplasmic EGFP	Dynein transport nuclear GR-EGFP	Dynein transport cell count	WT yeast gro inh	WT yeast gro inh mutant strain	Autophagy HCS	Autophagy HCS cell loss 18 h	bCat nuc transl	bCat nuc transl cell count 5 µM	T cell HTS	T cell HTS vesicle-bound %	P. falciparum M1AAP	Yfh1-off respiration
Cc1cc(C)c(NC(=O)Cn2nnc(C(=O)NCc3ccco3)c2N)c(C)c1
 : 6.2	3.0	5.9	-3%	1.1	-0.27	0.8	-0.62	-20	9	i	-10	1.7	1086	i	37	1%	i
O=C1C2C3C=CC(C3)C2C(=O)N1Nc1ccccc1 (stereo unspecified)
 : .	.	.	7%	-0.075	-0.14	0.29	-0.1	.	.	.	.	-1.7	1350	i	33	3%	i
Cc1ccc(-c2csc(C(C#N)=C3CCCC3)n2)cc1
 : 2.6	1.3	0.9	-2%	0.47	-0.17	-0.35	-1.3	-7	-8	i	-6	-1.2	1354	i	41	2%	i
Brc1ccc(NCc2nnc3n2CCCCC3)cc1
 : 1.6	1.4	5.1	33%	-0.24	-0.19	-0.0025	0.33	-16	0	i	11	-0.9	1146	i	47	7%	i
CC(C)NC(=O)C1CCN(C2CCN(Cc3nc4ccccc4s3)CC2)CC1
 : 3.1	1.8	3.5	4%	-0.76	-0.3	-0.48	0.64	-2	8	i	-5	2.6	1078	i	6	-2%	i
CS(=O)(=O)c1ccc2nc(NC(=O)CN3CCCCCC3)sc2c1
 : 4.4	4.3	5.6	19%	-0.25	-0.34	0.035	0.0026	-2	13	i	-6	-8.8	1017	i	44	2%	i
O=C(CSc1nnc(-c2ccoc2)o1)N1CCOCC1
 : 3.1	3.0	6.8	4%	-0.29	-0.2	0.012	0.031	-20	-4	i	-10	-0.7	1192	i	22	10%	i
Cc1nn(-c2ccccc2)c(Cl)c1/C=N/O
 : 3.8	3.8	0.0	3%	-0.36	-0.27	0.4	0.79	0	-8	i	14	-3.4	578	i	60	-3%	i
CC(C)c1ccc(C(=O)Nc2ccc(N3CCOCC3)cc2)cc1
 : 2.3	1.2	4.3	-16%	0.45	-0.18	0.88	-0.47	-13	1	i	7	9.0	463	i	18	-3%	i
C#CCOC(=O)Nc1ccc(OCC(F)(F)F)nc1
 : .	.	.	6%	0.75	-0.22	0.37	-0.89	.	.	.	.	0.8	1296	i	40	-3%	i
C=C(C)CC(NCCc1ccccc1)c1ccco1 (stereo unspecified)
 : 2.8	2.7	5.1	1%	0.26	-0.13	0.16	-0.68	-8	11	i	1	3.0	913	.	.	6%	i
CCN(C(=O)COC(=O)/C=C/c1c(C)nn(-c2ccccc2)c1C)C1CCS(=O)(=O)C1 (stereo unspecified)
 : .	.	.	14%	1.2	-0.61	0.65	-1.5	.	.	.	.	0.3	1316	i	26	-2%	i
CNC(=S)N/N=C/c1cn(CCOc2ccccc2OC)c2ccccc12
 : 5.3	3.0	4.1	3%	-0.11	-0.23	-0.26	-0.051	22	-3	i	14	-1.9	953	i	44	4%	.
Cc1ccc(-c2nc(C#N)c(NCc3ccco3)o2)cc1
 : 4.2	3.3	11	-1%	-0.35	-0.023	0.17	0.51	7	1	i	-5	.	.	i	43	6%	i
Clc1ccc(-c2nnc(SCc3nc(-c4ccccc4)no3)o2)cc1
 : 2.4	4.2	7.6	-12%	-1.2	-0.062	-0.69	0.44	5	-2	i	4	-2.1	1151	i	41	10%	i
COc1ccc(NC(=O)c2ccc(COCC(F)(F)C(F)F)cc2)cc1OC
 : 3.0	2.0	3.4	5%	-0.11	-0.27	-0.18	-0.0011	-10	-11	i	-4	0.9	1036	i	27	0%	i
COc1ccc(Nc2nc(N)nc(CN3CCC(Cc4ccccc4)CC3)n2)cc1
 : 3.4	3.2	3.0	-2%	0.27	-0.16	0.39	0.57	5	9	i	28	-4.2	1101	i	28	7%	i
CCN(CC)CCn1c(NCc2ccccn2)nc2ccccc21
 : 2.3	1.4	6.0	-9%	0.9	0.23	0.36	0.29	19	28	i	4	5.0	1001	i	3	-7%	i
O=C(COC(=O)c1ccc2ccccc2n1)c1ccccc1
 : 2.0	1.5	8.7	5%	-0.55	-0.31	-0.19	0.8	-1	0	i	2	-0.4	868	i	65	9%	i
COc1ccc(NS(=O)(=O)c2ccc3oc(SC4CCOC4=O)nc3c2)cc1 (stereo unspecified)
 : 1.4	2.0	6.6	-10%	1.2	-0.086	0.58	-0.55	-11	1	i	13	3.3	962	i	50	4%	i
COc1ccc(/C=C2\SC(=O)N(CCNC(=O)Cn3cnnn3)C2=O)cc1
 : 2.8	1.9	2.6	14%	-0.52	-0.25	0.26	0.63	-18	-52	i	-10	-0.4	1041	i	25	17%	i
Cc1ccc(S(=O)(=O)NC(C)(C)CSc2nncn2N)cc1
 : 0.9	2.3	7.7	19%	-0.53	-0.28	-0.37	0.95	-3	-109	i	2	.	.	i	42	0%	i
O=S(=O)(Nc1cc(Sc2cccc3cccnc23)c(O)c2ccccc12)c1ccccc1
 : 3.1	0.8	1.1	5%	-0.17	-0.085	-0.059	-1.2	47	48	i	19	-0.1	899	.	.	18%	i
Cn1nc(C(=O)Nc2cccc(C(F)(F)F)c2)ccc1=O
 : 1.6	1.8	21	20%	-0.46	0.52	0.043	1.3	15	12	i	-1	.	.	i	31	2%	.
CNC(=O)c1ccc2nc(NC(C)=O)sc2c1
 : 2.7	2.5	11	13%	0.055	-0.24	0.37	0.31	-3	20	i	4	0.0	1116	i	9	3%	i
CNC(=S)NNC(=O)c1ccc(N(C)C)cc1
 : .	.	.	0%	-0.85	-0.21	-0.094	1.7	.	.	.	.	0.8	1309	i	4	5%	i
CCOC(=O)COc1nc(Nc2ccccc2C)nc(N(C)C)n1
 : 4.7	1.4	0.3	4%	-0.37	-0.24	0.017	0.56	-18	-8	i	-7	0.4	955	i	51	9%	i
CC(C)(C)n1nc2c(c1NC(=O)Cc1cccc3ccccc13)CS(=O)(=O)C2
 : 3.3	2.8	8.8	-9%	2.2	-0.16	1.3	-0.91	-1	-16	i	5	0.0	1081	i	33	3%	i
O/N=C/c1ccc(-c2ccccc2OC(F)(F)F)o1
 : .	.	.	7%	0.27	-0.05	0.048	-2.6	.	.	.	.	-0.1	887	i	33	0%	i
CCOc1ccc(CC(=O)Nc2c(C(N)=O)oc3ccc(Br)cc23)cc1OCC
 : 5.3	1.5	8.6	7%	2.3	-0.31	1.4	0.43	9	3	i	4	0.5	1130	i	25	2%	i
CCOc1ccc(CC(=O)Nc2nccs2)cc1
 : 2.3	3.0	10	11%	2.6	0.014	1.9	-2.5	3	7	i	-8	-3.5	1088	i	54	-2%	i
CC(=O)N1CC=CC1(CC(C)C)C(=O)NCCN1CCOCC1 (stereo unspecified)
 : 3.1	2.2	8.7	-3%	-0.95	-0.28	-0.054	0.81	7	-1	i	14	-0.5	492	i	47	-10%	i
Cc1ccc2c(c1)C(C)CC(C)(C)N2C(=O)NC1CCCCC1 (stereo unspecified)
 : 2.4	1.7	8.9	-6%	0.36	-0.21	0.087	0.42	-7	20	i	-3	-1.5	892	i	20	0%	i
CN(C)CCN(C(=O)c1ccc2c(c1)OCCO2)c1nc2ccc(Cl)cc2s1
 : 2.4	1.6	4.0	4%	-0.99	-0.28	-0.57	0.74	-6	2	i	19	0.1	1037	i	39	5%	i
COc1ccc(S(=O)(=O)N2CCC(C(=O)N3CCc4ccccc4C3)CC2)cc1Cl
 : 2.3	2.1	4.4	9%	-0.072	-0.21	0.12	-0.35	16	-5	i	1	-12	1049	i	12	2%	i
Cc1ccc(CNC(=O)COC(=O)CCCOc2ccc(Cl)cc2Cl)cc1
 : 1.7	5.0	9.2	15%	-0.45	-0.31	-0.29	0.18	-2	2	i	6	-1.1	974	i	64	0%	i

# Reformatted: entries from further up
Cc1ccc(-c2nc(C#N)c(NCc3ccco3)o2)cc1
  MT stabilize HCS = 4.2
  MT stabilize HCS Hoechst-high % = 3.3
  MT stabilize HCS cytotoxicity % = 11
  P. falciparum M17LAP = -1%
  Dynein transport = -0.35
  Dynein transport cytoplasmic EGFP = -0.023
  Dynein transport nuclear GR-EGFP = 0.17
  Dynein transport cell count = 0.51
  WT yeast gro inh = 7
  WT yeast gro inh mutant strain = 1
  Autophagy HCS = i
  Autophagy HCS cell loss 18 h = -5
  bCat nuc transl = .
  bCat nuc transl cell count 5 µM = .
  T cell HTS = i
  T cell HTS vesicle-bound % = 43
  P. falciparum M1AAP = 6%
  Yfh1-off respiration = i

Clc1ccc(-c2nnc(SCc3nc(-c4ccccc4)no3)o2)cc1
  MT stabilize HCS = 2.4
  MT stabilize HCS Hoechst-high % = 4.2
  MT stabilize HCS cytotoxicity % = 7.6
  P. falciparum M17LAP = -12%
  Dynein transport = -1.2
  Dynein transport cytoplasmic EGFP = -0.062
  Dynein transport nuclear GR-EGFP = -0.69
  Dynein transport cell count = 0.44
  WT yeast gro inh = 5
  WT yeast gro inh mutant strain = -2
  Autophagy HCS = i
  Autophagy HCS cell loss 18 h = 4
  bCat nuc transl = -2.1
  bCat nuc transl cell count 5 µM = 1151
  T cell HTS = i
  T cell HTS vesicle-bound % = 41
  P. falciparum M1AAP = 10%
  Yfh1-off respiration = i
